# CRFBP-R2 agonist: agonists of human CRF-binding protein/CRF-R2 receptor complex; HEK293 CRF-R2/CRF-BP, calcium dye fluorescence (FLIPR); percent of saturating CRF peptide response; activation, % at 13.2 µM; 0.46% of 350,000 active;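 active means activation of at least 50%, plus an integration ratio under a set limit after plate pattern correction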;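 further: plate controls were neutral control wells without compound for no effect and CRF at EC100 for full effect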
# M1 PAM parental: counter-screen for M1 PAMs: effect in parental CHO-K1 cells. activation, % at 3 µM. ATP EC20, Fluo-8 calcium fluorescence; 0% at ATP EC20, 100% at ATP max. 0.02% of 360,000 active;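 active means activation above the run cutoff, the mean activation of all test compounds plus 3 SD, cut at about 40% in these data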;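 further: peak over basal fluorescence ratio in a 140 s read after ATP addition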
# M4 PAM: potentiates acetylcholine response at human M4 receptor; CHO-K1 hM4/Gqi5, Fluo-8 calcium fluorescence, ACh EC20; 0% = ACh EC20, 100% = maximal ACh; activation, % at 3 µM; 0.4% of 360,000 active; AID 624126;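 active means activation above its plate's cutoff, the mean activation of sample wells plus 3 SD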; further: some results filed as inactive read as strong as hits
# Target sequence (P08173 whole entry, looked up): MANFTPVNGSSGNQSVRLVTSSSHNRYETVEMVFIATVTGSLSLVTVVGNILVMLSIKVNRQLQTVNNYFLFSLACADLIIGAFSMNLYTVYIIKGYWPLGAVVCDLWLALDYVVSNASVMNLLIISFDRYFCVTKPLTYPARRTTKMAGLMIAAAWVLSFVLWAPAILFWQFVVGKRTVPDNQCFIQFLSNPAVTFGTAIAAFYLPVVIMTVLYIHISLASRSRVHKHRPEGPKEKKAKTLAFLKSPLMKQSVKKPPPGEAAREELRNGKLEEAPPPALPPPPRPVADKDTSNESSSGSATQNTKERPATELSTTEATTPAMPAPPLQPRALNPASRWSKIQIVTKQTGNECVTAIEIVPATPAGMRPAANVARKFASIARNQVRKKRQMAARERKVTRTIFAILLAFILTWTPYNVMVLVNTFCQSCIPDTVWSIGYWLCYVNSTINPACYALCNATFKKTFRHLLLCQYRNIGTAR
# CHRM5 agonist: agonists of human muscarinic M5 receptor (CHRM5). CHO-K1 hM5 cells, Fluo-8 calcium fluorescence; 0% DMSO wells, 100% maximal acetylcholine response. activation, % at 3 µM. 0.19% of 360,000 active;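 active means activation above the run's mean over test compounds plus 3 SD, cut at about 23% in these data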;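 further: signal is peak over basal fluorescence ratio across the kinetic read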
# CRFR2-BP antag: antagonists of CRF-binding protein/CRF-R2 receptor complex; HEK293 CRF-R2/CRF-BP, CRF-induced calcium fluorescence; inhibition, % at 11.8 µM; 0.59% of 350,000 active; AID 588475;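 active means inhibition of the ligand-induced calcium signal above about 50% at the single tested concentration, limit read from the data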
# TAAR1 antagonist: human TAAR1 antagonism | Q96RJ0 | CHO RD-HGA16 TAAR1, Fluo-8 calcium fluorescence, antagonist | inhibition, % at 3 µM | 1.5% of 360,000 active | AID 624466;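 active means inhibition above a per-plate cutoff, the mean inhibition of test compounds on that plate plus 3 SD, cut at about 49% in these data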;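 further: 0% = DMSO plus EC80 beta-PEA response and 100% = DMSO alone without agonist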
# Target sequence (Q96RJ0 whole entry, looked up): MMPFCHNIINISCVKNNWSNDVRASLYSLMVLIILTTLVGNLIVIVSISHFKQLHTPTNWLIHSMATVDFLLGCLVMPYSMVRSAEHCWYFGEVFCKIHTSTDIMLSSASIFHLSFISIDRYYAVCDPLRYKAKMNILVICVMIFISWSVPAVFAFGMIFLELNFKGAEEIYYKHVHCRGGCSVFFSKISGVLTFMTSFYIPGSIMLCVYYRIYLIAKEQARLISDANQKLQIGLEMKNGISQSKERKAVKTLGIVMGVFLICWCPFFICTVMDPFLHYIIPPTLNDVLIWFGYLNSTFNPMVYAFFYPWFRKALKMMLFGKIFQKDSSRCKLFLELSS
#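 Test system – hTAAR1-expressing CHO RD-HGA16 cells, Gα16-coupled · Reagent – β-PEA at EC80 concentration, post-compound challenge · Compound dosing – 3 µM, single point · Timing – 140 s kinetic read after compound, 140 s after agonist · Detection – Fluo-8 intracellular calcium dye fluorescence, real-time kinetic reads · Control set – DMSO and EC80 PEA controls · Repeats – n of 1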
# TAAR1 agonist: agonists of human TAAR1; CHO RD-HGA16 TAAR1, Fluo-8 calcium fluorescence; vehicle wells 0%, saturating PEA agonist 100%; activation, % at 3 µM; 0.99% of 360,000 active; AID 624467;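 active means activation above the mean activation of all test compounds in the run plus 3 SD, cut at about 38% in these data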
#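 Assay system – CHO-derived RD-HGA16 cells with stable Gα16 and human TAAR1 · Compound dosing – one-point dosing at 3 µM (nominal) · Incubation – 17-24 h seeding, 75 min 37 °C dye, 30 min RT · Measured by – kinetic Fluo-8 calcium fluorescence · Control set – DMSO vehicle as 0%, PEA at EC100 as 100% · Repeats – single well for each compound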
# CHRM5 antagonist: antagonists of human muscarinic M5 receptor (CHRM5); 0.59% of 360,000 active; CHO-hM5 cells, Fluo-8 calcium fluorescence, ACh EC80; P08912; inhibition, % at 3 µM;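 active means inhibition above a per-plate cutoff, the mean of that plate's test compounds plus 3 SD, cut at about 27% in these data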;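 further: 0% = acetylcholine EC80 with DMSO and 100% = DMSO without agonist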
# CHRM5 PAM: positive allosteric modulators of human muscarinic M5 receptor; P08912; CHO-K1 hM5, Fluo-8 calcium, ACh EC20 PAM; 0% = ACh EC20, 100% = ACh EC100; activation, % at 3 µM; 0.3% of 360,000 active;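 active means activation above the run cutoff, the mean activation of all test compounds plus 3 SD, cut at about 18% in these data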
#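 System – CHO-K1 hM5 cells · Compound – 3 µM, single dose · Incubation – compound preincubation 140 s before EC20 acetylcholine addition · Technique – Fluo-8 calcium fluorescence · Measure – Max/basal fluorescence ratio as % of EC20–EC100 ACh window · Benchmarks – low control EC20 acetylcholine (0%), high control EC100 acetylcholine (100%) · Replication – singlicate, one well per test compound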
# The depositor's hits bear a star; x = no result given. Compounds as they come, and some 4.2% of all compounds hit somewhere here.
# The opening 4 records, to show the layout:
SMILES,CRFBP-R2 agonist,M1 PAM parental,M4 PAM,CHRM5 agonist,CRFR2-BP antag,TAAR1 antagonist,TAAR1 agonist,CHRM5 antagonist,CHRM5 PAM
CC(=O)OC[C@@H]1CN(Cc2ccccc2)C[C@H](n2cnc3c(NCc4ccco4)ncnc32)O1,x,13,8,4,x,-4,9,1,-1
Cc1ccc(CN2CC(C(=O)Nc3ccc(S(=O)(=O)N4CCCCC4)cc3)CC2=O)cc1 (stereo not drawn),2.5,-6,0,-3,-8,-21,9,-7,11
Cc1nnc(NC(=O)c2c(F)c(F)c(F)c(F)c2F)s1,0.6,14,-2,-2,-4,-8,5,2,-1
COc1ccc(OC)c(S(=O)(=O)N2CCC(C(=O)Nc3cccc(C)c3C)CC2)c1,1.1,3,0,-5,-13,3,8,3,-14

# Main list, from the start:
SMILES,CRFBP-R2 agonist,M1 PAM parental,M4 PAM,CHRM5 agonist,CRFR2-BP antag,TAAR1 antagonist,TAAR1 agonist,CHRM5 antagonist,CHRM5 PAM
CC(=O)OC[C@@H]1CN(Cc2ccccc2)C[C@H](n2cnc3c(NCc4ccco4)ncnc32)O1,x,13,8,4,x,-4,9,1,-1
Cc1ccc(CN2CC(C(=O)Nc3ccc(S(=O)(=O)N4CCCCC4)cc3)CC2=O)cc1 (stereo not drawn),2.5,-6,0,-3,-8,-21,9,-7,11
Cc1nnc(NC(=O)c2c(F)c(F)c(F)c(F)c2F)s1,0.6,14,-2,-2,-4,-8,5,2,-1
COc1ccc(OC)c(S(=O)(=O)N2CCC(C(=O)Nc3cccc(C)c3C)CC2)c1,1.1,3,0,-5,-13,3,8,3,-14
Nc1nc(-c2cc(-c3ccccc3)no2)cs1,-0.4,-13,-21,-3,-7,-4,1,17,-1
COc1ccc2nc(NC(=O)CSc3nccc(C)n3)sc2c1,1.0,-5,-5,4,-7,8,2,1,-7
C[C@@H]1CCCCO[C@H](CN(C)C(=O)Nc2ccc(F)cc2)[C@@H](C)CN([C@H](C)CO)C(=O)c2cc(NC(=O)c3ccccc3)ccc2O1,0.7,2,-4,-1,-6,-4,-1,12,-5
O=C(NC1CCCCCC1)C(Cc1ccccc1)n1cccc1 (stereo not drawn),0.1,20,-6,-5,17,-20,6,-4,12
Cc1cccc(N(C(=O)Cn2nnc(-c3ccccc3F)n2)C(C(=O)NC(C)(C)C)c2ccncc2)c1 (stereo not drawn),0.9,17,0,-2,-2,-1,12,0,3
CC(C)C[C@H]1COc2cccc(N(C)CCO)c2S(=O)(=O)N1,x,7,15,2,x,-9,2,4,-3
Cc1ccsc1C(=O)NCc1ccccc1Cl,-3.3,-7,8,-4,28,2,-3,-3,2
OCC1CCCC(n2cnc3c(=S)nc[nH]c32)O1 (stereo not drawn),0.1,-9,1,-2,9,1,1,-1,4
CCOC(=O)N1CCC(NC(=O)C2CCCN2C(=O)OCc2ccccc2)CC1 (stereo not drawn),1.2,21,6,0,4,8,4,5,-3
O=C(NCc1ccccc1)C1CCCN(S(=O)(=O)c2cccnc2)C1 (stereo not drawn),1.5,0,1,-7,2,5,8,-7,-3
CCOc1ccc(CCNC(=O)Cn2nc(C)c3c(C)n(-c4ccccc4)nc3c2=O)cc1,-0.3,-3,1,-7,-15,-22,-2,-5,0
CC(C)(c1ccccc1)c1ccc(OCc2ccc(C(=O)O)o2)cc1,-1.9,-32,0,4,13,-2,3,4,0
COc1ccc(Nc2nccc(-c3ccc(C#N)cc3)n2)cc1,-0.8,3,8,0,-4,-3,-3,-2,0
O=[N+]([O-])c1ccc(OCCO)nc1,-0.7,19,-2,0,13,-1,5,4,-3
CCCNC(=O)N1CCN(S(=O)(=O)c2ccc(C)cc2)CC1,-1.0,15,10,2,9,4,1,3,-3
COc1ccc2c(COC(=O)[C@@H]3CCCN3S(=O)(=O)c3ccc(Cl)cc3)cc(=O)oc2c1,2.9,2,-3,4,7,4,2,5,-9

# Just TAAR1 antagonist, for some of the entries so far:
Molecule | TAAR1 antagonist
Cc1cccc(N(C(=O)Cn2nnc(-c3ccccc3F)n2)C(C(=O)NC(C)(C)C)c2ccncc2)c1 (stereo not drawn) | -1
CC(C)C[C@H]1COc2cccc(N(C)CCO)c2S(=O)(=O)N1 | -9

# Next part.
SMILES,CRFBP-R2 agonist,M1 PAM parental,M4 PAM,CHRM5 agonist,CRFR2-BP antag,TAAR1 antagonist,TAAR1 agonist,CHRM5 antagonist,CHRM5 PAM
CC(C)(C)c1cc(NC(=O)C2CCCO2)no1 (stereo not drawn),2.2,1,1,2,-4,-17,0,1,-3
Cc1ccc(-n2nnc3c(=O)n(CC(=O)N4CCOCC4)cnc32)cc1,-2.2,11,8,-2,10,4,0,-1,3
N#Cc1c(-c2ccc(F)cc2)cc(C2CC2)nc1SCC(=O)c1cccs1,76*,8,19,0,-48,-6,4,6,3
COc1cc(C(=O)N2CCN(S(=O)(=O)c3ccc(Cl)cc3)CC2)ccc1OCC(=O)N1CCOCC1,5.2,2,6,0,0,7,3,2,-3
Cc1ccc(S(=O)(=O)N(CC(=O)N2CCOCC2)c2ccc(Br)cc2)cc1,0.6,6,2,0,-8,9,6,9,-1
Cc1ccc(CNC(=O)C2CCCN(S(=O)(=O)c3c(C)n[nH]c3C)C2)cc1 (stereo not drawn),3.5,4,0,-1,5,-16,11,-2,4
Cc1cccc(NS(=O)(=O)c2ccc(C(=O)NCC(c3ccco3)N3CCCCC3)cc2)c1C (stereo not drawn),0.7,-10,-9,-2,2,15,7,-8,0
O=C(Nc1cc2c3c(c1)CC(=O)N3CCC2)c1c(F)cccc1F,-1.1,6,8,0,1,-19,8,6,0
O=C(COc1ccccc1)N(Cc1nnc(-c2ccccc2Cl)o1)C1CC1,-2.9,-3,-1,-1,2,-15,4,-3,2
Cc1cccc(CSc2nnc(-c3ccco3)n2C)c1,-0.5,-4,6,-3,-19,-23,2,-6,2
CC(C)C[C@H](NC(=O)[C@@H]1Cc2ccccc2CN1)C(=O)Nc1ccc(C(C)C)cc1,-0.2,2,-11,-3,-14,6,6,6,5
O=c1[nH]nc(N/N=C/c2ccc(Cl)cc2Cl)c(=O)[nH]1,-8.7,16,12,-4,8,-11,1,2,6
Cc1ncc(CN2CCCC(C(=O)Nc3ccc(-c4cccc(F)c4)cc3)C2)cn1 (stereo not drawn),-0.4,-11,-3,-4,10,1,7,4,-3
Nc1cc(S(=O)(=O)Nc2ccc(Br)cc2)ccc1Cl,4.2,6,-13,2,-1,-2,11,5,1
COc1ccc(-n2c(SCC(=O)Nc3cccc(C(=O)O)c3)nnc2-c2ccco2)cc1,0.1,-7,-2,-1,0,2,-1,10,0
Cn1c(-c2ccc(Cl)cc2)cnc1NCc1cc2c(cc1[N+](=O)[O-])OCO2,-1.3,16,-8,-5,-10,-5,0,-1,-4
c1ccc2sc(NN=C3CCCCCC3)nc2c1,6.8,21,0,-1,-41,-4,8,-3,0
COc1ccc(/C(O)=C2/C(=O)C(=O)N(c3ncccn3)C2c2ccc(OC)cc2)cc1 (stereo not drawn),0.8,-9,-2,-1,14,2,1,-4,4
C[n+]1cn(CC(O)COCc2ccccc2)c2ccccc21 (stereo not drawn),-3.5,3,1,-2,18,-10,2,-1,0
Cc1ccc(C(=O)NCCN2CCC(n3c(=O)[nH]c4ccccc43)CC2)cc1,x,-7,-4,-6,x,-5,4,9,-3
CCOc1ccc(N(CC(=O)N2CCN(C(=O)CN(c3ccc(OCC)cc3)S(C)(=O)=O)CC2)S(C)(=O)=O)cc1,-1.7,7,-5,2,1,7,-1,5,2
Cc1ccc(S(=O)(=O)N(C)CC(=O)OCC(=O)NCCN2C(=O)CSC2=O)cc1,-0.4,-13,0,1,4,-12,0,11,4
O=[N+]([O-])c1ccc(S(=O)(=O)Nc2cccc(-c3ccc(N4CCCC4)nn3)c2)cc1,-1.9,5,-8,-7,15,-16,1,-7,0
COc1cccc(OC)c1C(=O)Nc1ccc(N2CCN(C(=O)c3cccs3)CC2)cc1,-1.1,-15,0,-1,9,-2,1,19,-9
COc1ccc(NC(=O)/C(N=Nc2cccc(S(=O)(=O)Nc3ccc(SC(F)F)cc3)c2)=C(\C)O)cc1,0.2,13,9,2,1,9,-1,5,6
COc1ccc(OCCOC(=O)c2ccc(F)c(S(=O)(=O)N3CCOCC3)c2)cc1,-0.7,14,2,4,-2,19,4,5,1
CCOC(=O)CNC(=O)CSc1nnc(-c2ccco2)n1N,-0.2,-1,-4,0,6,-12,5,0,-1
COC(=O)c1c(NC(=O)CSc2nncs2)sc2c1CCCCC2,1.0,8,5,3,-15,8,5,7,0
CCC(C)c1ccccc1N1CC(C(=O)Nc2ccc(S(=O)(=O)N3CCOCC3)cc2)CC1=O (stereo not drawn),0.1,-14,4,2,-16,-7,2,1,-3
O=C(NC1CCN(Cc2ccccc2)CC1)c1cccc(OC(F)F)c1,-1.2,-24,5,-7,9,-2,-1,8,-3
CC(C)CC(=O)Nc1ccccc1Oc1ccccc1,1.8,5,-1,-4,1,5,7,-4,2
COc1ccccc1CC(=O)N1CCN(c2ccc([N+](=O)[O-])cc2)CC1,-3.1,14,-9,12,-6,23,4,13,-17
CCC1CN(C(=O)Nc2cccc(C)c2)c2cc(C)ccc2O1 (stereo not drawn),-0.9,-15,-12,-6,-22,4,7,6,-5
COc1cccc(CNC(=S)Nc2cc(C)cc(C)c2)c1,-1.5,6,3,-3,3,9,6,-3,-5
O=C(Nc1ccc(F)cc1)C(c1ccccc1OC(F)(F)F)N1CCN(C(=O)c2ccco2)CC1 (stereo not drawn),x,x,-4,0,x,-15,0,-3,9
O=C(C1CCCN(Cc2cccc(Cl)c2)C1)N1CCCCC1 (stereo not drawn),-0.6,10,-6,-8,4,-25,0,7,-4
COc1ccccc1C(=O)Nc1c(C(=O)N(CCN(C)C)Cc2ccco2)oc2ccccc12,0.7,1,-8,1,-17,38,19,6,-4
CN1C(=O)/C(=C/c2cccc(Cl)c2)Sc2ccc(C(=O)N3CCOCC3)cc21,0.4,-7,2,-2,0,2,1,5,3
CC(C)(Oc1ccc(Cl)cc1)C(=O)NC1CCCCC1,0.8,2,-4,-3,-3,-28,-2,6,-3
O=C1CCc2ccccc2O1,-0.5,9,0,0,13,-9,1,7,2
Cc1cc(C(C)(C)C)cc(CN2CCN(S(=O)(=O)c3cccs3)CC2)c1O,4.1,9,7,-3,-14,-23,0,-7,-3
Clc1cccc(OCCOCCN2CCNCC2)c1Cl,2.8,7,-5,-4,-3,-15,10,2,6
CCOC(=O)N1CCC(NC(=O)CS(=O)(=O)Cc2nc(-c3ccccc3Cl)oc2C)CC1,0.2,20,7,2,14,-1,1,-6,-4
COc1ccc(Cn2cc(CN3CC(N4CCN(CCO)CC4)CS3(=O)=O)nn2)cc1 (stereo not drawn),x,8,6,4,x,-21,1,-4,4

# High-throughput results as filed in PubChem.
